# TNAP pNPP inh: inhibitors of human tissue-nonspecific alkaline phosphatase; P05186; purified TNAP, pNPP hydrolysis, absorbance 405 nm; inhibition, % at 20 µM; 21,000 tested, under 10 active;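 note: 0% = DMSO only wells and 100% = 1 mM levamisole wells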
# Target sequence (P05186 whole entry, looked up): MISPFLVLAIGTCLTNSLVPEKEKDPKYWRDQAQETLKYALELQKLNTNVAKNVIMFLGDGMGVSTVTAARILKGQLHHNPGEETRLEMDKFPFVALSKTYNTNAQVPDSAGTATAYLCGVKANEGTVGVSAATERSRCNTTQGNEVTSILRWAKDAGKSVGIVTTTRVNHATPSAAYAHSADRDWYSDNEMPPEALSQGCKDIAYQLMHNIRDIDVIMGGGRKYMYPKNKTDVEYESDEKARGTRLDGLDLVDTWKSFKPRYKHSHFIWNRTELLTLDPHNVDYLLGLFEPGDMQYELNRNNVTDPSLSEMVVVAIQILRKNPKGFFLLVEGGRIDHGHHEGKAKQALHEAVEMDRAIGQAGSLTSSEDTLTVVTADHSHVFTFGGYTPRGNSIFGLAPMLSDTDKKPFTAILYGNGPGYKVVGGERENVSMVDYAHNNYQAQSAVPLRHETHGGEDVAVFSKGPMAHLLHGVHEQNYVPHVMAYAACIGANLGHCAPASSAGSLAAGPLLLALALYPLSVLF
# TNAP Pi inh: inhibitors of human tissue-nonspecific alkaline phosphatase; P05186; purified TNAP, pNPP, malachite green phosphate absorbance; inhibition, % at 20 µM; 21,000 tested, under 10 active; AID 614
# * = called active by the depositor.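 Rule for the calls: active = inhibition above 50% at the 20 µM single-dose screen; inactive = the rest.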 The list is partial, so the mix of outcomes need not match the whole.
SMILES,TNAP pNPP inh,TNAP Pi inh
CCOc1ccc(/C(O)=C2\C(=O)C(=O)N(CCN(C)C)C2c2cc(OC)ccc2OC)cc1Cl (centres undefined),-1.1,13.6
COc1ccc(C(=O)CSc2nn3c(=O)c(C(C)(C)C)nnc3s2)cc1,6.0,8.4
Cc1onc(-c2c(F)cccc2Cl)c1C(=O)NC1=NCCS1,0.7,6.4
COc1cccc(C(=O)CN2C3=NCCCN3c3ccccc32)c1,4.0,7.5
O=S1(=O)C[C@@H](N2CCOCC2)[C@H](N2CCOCC2)C1,3.8,7.1
Cc1cc(Oc2ccc(=O)n(C)n2)nc(Oc2ccc(=O)[nH]n2)n1,4.7,9.4
C=CCn1c(SCC(=O)Nc2cc(C)c(Cl)cc2OC)nnc1-c1ccco1,3.5,9.4
COc1ccc(C(=O)CSc2nnc(CNC(=O)c3ccc(OC)c(OC)c3)n2C)cc1,3.6,20.7
N#CCCN(CCC#N)C(=O)COc1ccc(Cl)cc1Cl,2.5,16.1
COC(=O)CNC(=O)c1ccc2c(c1)S(=O)(=O)c1ccccc1C2=O,4.4,14.1
O=C(OCC1OC2C(Oc3nc(=O)ccn32)C1O)c1ccccc1 (centres undefined),2.8,-17.6
CC(CCc1ccco1)NC(=O)Nc1cccc(F)c1 (centres undefined),1.7,9.8
COC(=O)c1ccc(-c2nc3ccc(C)cc3o2)cc1,-5.1,0.7
CCOC(=O)C1CCCN(C(=O)c2cnn3c(C(F)(F)F)cc(-c4ccccc4)nc23)C1 (centres undefined),2.8,13.1
O=C(NCC1CCCCC1)c1ccco1,0.2,11.5
O=S(=O)(NCC1CCCO1)c1ccc(Cl)c(C(F)(F)F)c1 (centres undefined),1.7,6.4
C=CCn1c(N)c(C(=O)NC2CCCCC2)sc1=S,-0.2,-4.0
CC(C)Sc1nnc2n(CCc3ccccc3)c(=O)c3c4c(sc3n12)COC(C)(C)C4,-1.5,3.0
CCCn1c(SCC(=O)NCc2cccs2)nc2c1c(=O)n(C)c(=O)n2C,5.2,3.3
COc1ccc(Cn2nnnc2C(c2cc3ccc(OC)cc3[nH]c2=O)N2CCCCCC2)cc1 (centres undefined),8.0,1.2
O=C(CCCC(=O)N(CC(=O)NC1CCCC1)Cc1ccccc1)Nc1ccccn1,1.4,9.5
CCOc1cccc(-c2nnc3sc(COc4ccc(C)cc4)nn23)c1,-0.6,5.0
CCOC(=O)NC(Nc1sc2c(c1C(=O)OC)CCN(C)C2)(C(F)(F)F)C(F)(F)F,8.9,1.0
Cc1ccc(Nc2nc(N)nc(CSc3nnc(-c4ccncc4)o3)n2)cc1,3.9,7.2
CCOC(=O)/C=C1\NC(=O)CS1,7.1,7.6
Cc1cc(C(=O)CSc2nnc(-c3cccnc3)n2-c2ccccc2F)c(C)n1C,3.1,-11.1
CC(=O)Nc1ccc(NCC(O)COc2ccccc2)cc1 (centres undefined),6.1,-10.3
CCn1c(COc2cccc(C)c2)nnc1SCC(=O)Nc1cccc(C(=O)O)c1,4.6,10.9
O=C(Oc1ccccc1)c1ccc2nccnc2c1,3.7,8.8
CCn1c(CSc2nnc(C)n2-c2ccccc2)nc2cc(S(=O)(=O)N(C)C)ccc21,2.2,1.9
COc1ccc(C(=O)C2CCCCC2=O)cc1 (centres undefined),3.3,-1.6
CCN(CC)S(=O)(=O)c1cccc(C(=O)Nc2ccccc2)c1,2.9,3.8
Cc1cc(C)n(CC2CC(=O)N(c3ccc(Cl)c(Cl)c3)C2=O)n1 (centres undefined),2.5,3.6
COc1ccc(NC(=O)C2OCCc3ccccc32)c(OC)c1 (centres undefined),-3.9,6.7
Cc1nc(C)c(-c2ccccc2)c(=O)[nH]1,0.9,6.2
Cc1cc(C)c(N2CCN(S(=O)(=O)N3CCCCCC3)CC2)c(C)c1,-5.1,-24.9
Cc1ccc(C)c2[nH]c(=O)c(CN(Cc3ccco3)S(=O)(=O)c3ccc4c(c3)OCCO4)cc12,1.0,4.7
O=c1c2ccccc2nc(-c2ccccc2)n1CCN1CCOCC1,3.8,7.6
O=C(NCCC1=CCCCC1)c1cnccn1,11.2,16.5
O=C(N1CCOCC1)N(Cc1ccco1)CC1CCCO1 (centres undefined),7.1,1.2

# Laid out differently: 3 of the compounds above.
molecule	TNAP pNPP inh	TNAP Pi inh
CCOC(=O)NC(Nc1sc2c(c1C(=O)OC)CCN(C)C2)(C(F)(F)F)C(F)(F)F	8.9	1.0
Cc1ccc(C)c2[nH]c(=O)c(CN(Cc3ccco3)S(=O)(=O)c3ccc4c(c3)OCCO4)cc12	1.0	4.7
O=C(N1CCOCC1)N(Cc1ccco1)CC1CCCO1 (centres undefined)	7.1	1.2

# Going on with the list.
SMILES,TNAP pNPP inh,TNAP Pi inh
O=C(NCCCn1ccnc1)c1cn(-c2ccccc2)nc1-c1ccccc1,5.4,20.2
C=CCOC(=O)C1=C(C)NC(SCC(=O)N(CC)CC)=C(C#N)C1c1ccco1 (centres undefined),7.5,12.1
COC(=O)c1c(C)oc2ccc(OC(=O)N3CCOCC3)cc12,-0.2,2.5
O=S(=O)(Nc1nc2ccccc2nc1NCCN1CCOCC1)c1cccc(Cl)c1,7.8,10.7
Cn1c(/C=N/c2nc3ccccc3[nH]2)nc2ccccc21,2.3,-1.2
CCOc1ccccc1OCCOCCN1CC(C)OC(C)C1 (centres undefined),0.4,9.8
Cc1c(NC(=O)C(C)N2C(=O)c3ccccc3C2=O)c(=O)n(-c2ccccc2)n1C (centres undefined),-6.3,3.8
COC(=O)c1[nH]c2cc(OC)ccc2c1NC(=O)CN1CCC(C(N)=O)CC1,0.0,0.0
COC(=O)C(Cc1ccc(O)cc1)NC(=O)CCC(=O)Nc1ccc(S(N)(=O)=O)cc1 (centres undefined),2.8,10.6
CCOC(=O)c1c(NC(=O)CSc2nnc(C)c(=O)[nH]2)sc2c1CCC2,7.3,10.5
CN(C)c1nc(N)nc(-c2ccco2)n1,-0.2,5.1
O=C(CN1CCC(n2nnc3cc(F)ccc32)CC1)Nc1ccccc1N1CCOCC1,-9.2,-2.8
CCC(CC)C(=O)Nc1cc(NC(=O)C(CC)CC)cc(C(=O)O)c1,-3.9,1.3
O=S(=O)(Nc1ccccc1Cl)c1ccc(F)cc1,5.0,7.5
COc1ccc(-c2nn(-c3ccccc3)cc2C(=O)N2CCOCC2)cc1,-10.8,-1.3
Cc1ccc(S(=O)(=O)C(C#N)c2nc3ccccc3nc2N2CCCC2)cc1 (centres undefined),-6.9,-0.7
O=C(c1cc2nc(-c3ccco3)cc(C(F)(F)F)n2n1)N1CCCc2ccccc21,4.3,8.8
CN(C)C(CNC(=O)CSc1nnc(-c2ccco2)o1)c1ccccc1 (centres undefined),-3.8,0.0
Cc1ccc(-c2nnc(CSc3nnc(COc4ccccc4)n3-c3ccccc3)o2)cc1,5.8,10.4
CC(NC(=O)Nc1ccc2c(c1)OCO2)C1CCCO1 (centres undefined),0.7,8.3

# Rewritten tab-delimited: entries from further up.
SMILES	TNAP pNPP inh	TNAP Pi inh
CCOc1cccc(-c2nnc3sc(COc4ccc(C)cc4)nn23)c1	-0.6	5.0
CCOC(=O)NC(Nc1sc2c(c1C(=O)OC)CCN(C)C2)(C(F)(F)F)C(F)(F)F	8.9	1.0

# Continuation.
SMILES,TNAP pNPP inh,TNAP Pi inh
CN(C)c1ccc(NC(=O)c2sc(SCC(=O)Nc3nccs3)nc2N)cc1,3.5,9.3
Cc1nn(-c2ccc(Cl)cc2)c(N)c1C(O)(CSc1nccn1C)C(F)(F)F (centres undefined),2.2,8.0
O=C(CC1C(=O)NCCN1C(=O)Nc1ccccc1)Nc1ccc2c(c1)OCO2 (centres undefined),2.2,9.3
Cc1ccc(S(=O)(=O)N2CCC(C(=O)OCC(=O)N3CCc4ccccc43)CC2)cc1,-5.0,1.4
CC1=CC(C)(C)Nc2ccc(C)cc21,-15.7,-9.4
O=C1c2[nH]nc(-c3ccccc3O)c2C(c2ccc(F)cc2)N1Cc1ccco1 (centres undefined),-4.5,1.6
COCCSc1nnc(-c2cnccn2)o1,0.4,3.3
CCCc1nnc(NC(=O)CCC(=O)Nc2ccc(F)cc2)s1,2.0,12.0
CCCOc1ccc(N2CC(C(=O)Nc3ncccc3C)CC2=O)cc1 (centres undefined),-1.1,13.0
CCOC(=O)CNS(=O)(=O)c1ccc(C(=O)O)cc1,5.1,3.2
CCCCc1nc2ccccc2c(=O)n1NC(=O)c1c(O)c2cccc3c2n(c1=O)CCC3,4.9,11.2
Cc1ccc(CC(=O)OCCNC(=O)c2cccnc2)cc1,1.2,7.6
CCOC(=O)c1[nH]c2cc(OC)c(OC)cc2c1NC(=O)C(C)N1CCN(Cc2ccccc2)CC1 (centres undefined),5.1,8.0
COc1ccc(CCN/C=C2/CC(=O)NC2=O)cc1OC,4.4,-18.8
COc1ccc2[nH]c(C(=O)O)c(NS(=O)(=O)c3ccc(OC)c(OC)c3)c2c1,6.0,4.8
COc1ccc(-c2cnc(N)n2CC2CCCO2)cc1 (centres undefined),4.9,9.3
Cc1onc(-c2ccccc2Cl)c1C(=O)Nc1ccccc1C(=O)NC(C)C,-1.8,16.9
COc1ccc(C(CC(=O)O)NC(=O)OC(C)(C)C)cc1 (centres undefined),6.2,12.3
CCOc1nc(SC(C(C)=O)C(=O)Nc2ccccc2)nc(N(C)C)n1 (centres undefined),0.5,0.3
Cn1c(=O)c2c(n(C)c1=O)=NC1(CCCCC1)ON=2,4.2,6.8
Cn1c(N2CCC(C(N)=O)CC2)nc2c1c(=O)n(Cc1cccc(Br)c1)c(=O)n2C,1.5,10.0
CCn1ncc(Cl)c1C(=O)Nc1cc(Cl)ccc1Cl,5.6,8.8
O=C(O)C1CC=CCC1C(=O)Nc1cccc(Cl)c1Cl (centres undefined),3.5,9.4
CCc1nc2ccccc2n(CCOCCn2c(=O)c(CC)nc3ccccc32)c1=O,5.9,14.8
O=C(CSc1nnnn1Cc1ccccc1)NCC(=O)c1ccccc1,0.0,0.0
C=C1[C@@H](C)C2[C@H](Cc3ccccc3)NC(=O)[C@]23OC(=O)CC[C@H](O)CCC[C@H](C)C/C=C/[C@H]3[C@@H]1O (some centres undefined),-8.9,-7.8
CCCCn1nnc(NC(=O)c2sc3cc(Cl)ccc3c2Cl)n1,1.7,-3.3
COC(=O)c1ccc2c(=O)n(CCO)c(=S)[nH]c2c1,0.0,0.0
NC(=O)CS(=O)(=O)c1nc2ccccc2n1CC(=O)N1CCCCC1,1.3,10.9
O=C(Oc1ccc(-n2cnnn2)cc1)c1ccco1,4.1,5.6
Cn1c(OCc2ccco2)nc2c1c(=O)n(Cc1ccc(Cl)c(Cl)c1)c(=O)n2C,3.1,7.1
COC(=O)c1nn2c(C(F)(F)F)cc(-c3ccc(Br)o3)nc2c1Br,-3.0,3.7
Cc1cc(C)nc(N(C#N)CN2C(=O)c3ccccc3C2=O)n1,1.7,-19.0
O=C(NCCNC(=O)C(F)(F)F)c1ccncc1,5.9,10.3
Cc1ccc(-n2ncc3c(NCc4cccnc4)ncnc32)c(C)c1,0.6,-27.1
Cc1cc(C)c2c(c1)-c1c(ssc1=S)C(C)(C)N2C(=O)CSc1nncn1C,2.2,-19.6
O=C(CN1CCOCC1)Nc1ncc(Br)cc1Br,-1.9,2.8
CC(=O)Nc1cc(-c2nn(CC(=O)N3CCCCC3)c(=O)c3ccccc23)ccc1N1CCOCC1,-0.1,12.3
CC(C)C(c1nnnn1Cc1ccccc1)N1CCc2ccccc2C1 (centres undefined),8.0,9.4
O=C(CN1C(=O)c2ccccc2C1=O)N1CCN(c2ccccc2)CC1,4.6,8.8
CC1(C)Oc2ccc(C(=O)N3CCc4ccccc43)cc2N(CC(=O)N2CCCC2)C1=O,4.5,8.6
CCOC(=O)c1c(C)[nH]c(C(=O)OCC(=O)N2CCc3ccccc32)c1C,3.6,7.6
O=c1oc(-c2cc3ccccc3o2)nc2sc3c(c12)CCCC3,2.7,6.4
O=C(Oc1ccc2ccccc2c1)c1ccco1,2.5,4.9
CCS(=O)(=O)CCSc1nc2ccccc2o1,0.7,6.9
CCn1c(SCC(=O)Nc2nonc2C)nnc1-c1ccoc1C,5.4,-16.9
Cc1cc(Nc2nc3ccccc3[nH]c2=O)n(-c2ccccc2)n1,10.4,5.4
CCOc1ccccc1OCCCC(=O)N1CCN(S(=O)(=O)c2ccc(C)cc2)CC1,6.4,13.6
CCN(CC)c1ccc(C2C3CCCCC3(O)CCN2CC(=O)N2CCCCC2)cc1 (centres undefined),9.0,-0.1
O=c1c2ccccc2ncn1Cc1ccco1,0.2,4.8
Cc1ccc(N2C(=O)C3ON(c4ccccc4)C(c4ccncc4)C3C2=O)cc1 (centres undefined),4.5,7.8
O=S(=O)(c1ccc(Cl)cc1Br)N1CCCCC1,0.0,0.0
CCC1CCc2c(sc(NC(=O)c3ccoc3C)c2C(N)=O)C1 (centres undefined),1.7,6.6
COC(=O)c1cc(Br)c(=O)n(Cc2ccco2)c1,4.4,7.8
CCC(C)(C)NC(=O)C(c1ccccc1F)N(Cc1ccco1)C(=O)Cn1nnc2ccccc21 (centres undefined),-3.3,10.4
Cc1ccc(Cl)cc1N(CC(=O)NC1CCCCC1)S(C)(=O)=O,-1.4,2.9
Cc1ccc(OCC(=O)Nc2cccc(C)n2)c(C)c1,-0.5,1.8
C=CCn1c(N)c(-c2nc3ccccc3n2C)sc1=S,2.0,1.5

# Some values from above:
# Reading for O=S(=O)(c1ccc(Cl)cc1Br)N1CCCCC1 under TNAP Pi inh: 0.0
# Reading for Cc1ccc(N2C(=O)C3ON(c4ccccc4)C(c4ccncc4)C3C2=O)cc1 (centres undefined) under TNAP Pi inh: 7.8
# Reading for C=CCn1c(N)c(-c2nc3ccccc3n2C)sc1=S under TNAP pNPP inh: 2.0
# Reading for CC1(C)Oc2ccc(C(=O)N3CCc4ccccc43)cc2N(CC(=O)N2CCCC2)C1=O under TNAP pNPP inh: 4.5

# Two compounds picked at random from the list so far:
SMILES,TNAP pNPP inh,TNAP Pi inh
CCn1c(SCC(=O)Nc2nonc2C)nnc1-c1ccoc1C,5.4,-16.9
Cc1ccc(Cl)cc1N(CC(=O)NC1CCCCC1)S(C)(=O)=O,-1.4,2.9

# Source: PubChem (Sanford-Burnham Center for Chemical Genomics)
